Autophagy HCS – alters autophagy in cells. MEF GFP-LC3 puncta imaging; test concentration mostly 10 µM. calls only at 10 µM (by protocol). 0.98% of 190,000 active. AID 463193;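 active = percentage of spot-positive cells more than 3 SD above its plate mean, without a fluorescence outlier flag or 80% toxicity; inconclusive = no clear call, values can overlap the other calls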;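 also: spot-positive cell cutoff set from DMSO-treated cells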
Yfh1-depleted yeast – mitochondrial function rescue without frataxin homolog – Friedreich's ataxia, plus single-dose screen, dose response (AID 1465). S. cerevisiae Yfh1-off respiration, WST-1 reduction, 72 h; higher fold induction means a stronger effect. fold induction at 50 µM; hits with a dose series show EC50 in µM. 0.074% of 220,000 active;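 active = fold induction of absorbance versus untreated yeast above a set limit, then at least 30% activation at any dose in follow-up; inconclusive = repeats straddling the limit, or above it without dose testing; inactive = fold induction below the set limit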;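 also: activators that raise dye reduction in frataxin-depleted yeast; strong numbers were not always called active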
Ins promoter up – MIN6 insulin promoter up-regulation. MIN6 insulin promoter-GFP reporter, high-content imaging; hits give high values. z-score at 5 µM. 0.3% of 190,000 active;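 active = z-score above 3 at 5 µM with at least 500 cells counted in the well; inconclusive = wells under 500 cells, flagged as cytotoxic or low count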
Dynein transport – blocks dynein driven cargo transport along microtubules; z-score, hits read low; 0.47% of 220,000 active; AID 1381; 3617.4 mouse cells, GR-EGFP nuclear translocation imaging; test concentration mostly 20 µM; stimulated with dexamethasone, 1 µM; hits give low values;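 active = plate z-score of nuclear minus cytoplasmic receptor signal below a set negative limit, without overly bright fluorescence or cell loss, cut at about -3.5 in these data, passing the limit was not always enough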;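 also: z-score of nuclear minus cytoplasmic ring GR-EGFP intensity difference per well; some compounds called inactive have numbers as strong as hits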
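Buffer or medium: tet-free, stripped-serum medium; reagent: dexamethasone at 1.0 µM final, 30 min; incubation: 48 h induction, 1 h compound, 30 min dex at 37 °C; measured by: formaldehyde fixation, Hoechst nuclear stain, 10x automated fluorescence imaging; read-out: nuclear-to-cytoplasmic GR-EGFP distribution per well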
HIV fusion peptide – inhibitors of HIV fusion peptide binding, primary screen, biochemical, uHTS, fluorescence dequenching (AID 1986); cell-free peptide binding, fluorescence dequenching, 30 min; higher % means a stronger effect; one-dose inhibition, % at 20 µM; IC50 in µM for titrated hits; 0.3% of 290,000 active; in the data active = inhibition mostly above about 52%, no sharp cut-off; inactive = mostly below about 76%; also: some results filed as inactive read as strong as hits
bCat nuc transl – modulators of beta-catenin nuclear translocation; nuclear translocation activity, % at 5 µM; AID 1665; HeLa beta-catenin nuclear translocation, immunofluorescence imaging; 0.3% of 190,000 active;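 active = nuclear translocation activity above 50% at 5 µM, with a well cell count of 50 or more; inconclusive = wells under 50 cells across six images, flagged as toxic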;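 also: per-cell ratio of nuclear to cytoplasmic median beta-catenin stain intensity; plate controls were DMSO negative control for no effect and GSK-3 inhibitor IX positive control for full effect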
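Read-out: Nuclear/cytoplasmic beta-catenin signal ratio, % activation | Assay system: Human HeLa cell line | Times: 24 h compound exposure at 37°C, 5% CO2 | Signal: Fluorescence imaging of beta-catenin antibody stain plus DAPI | Dosing: 5 µM primary, 0.02–20 µM confirmation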
MT stabilize HCS – stabilizes microtubules in HeLa cells | HeLa tubulin immunostaining HCS, 24 h; share of cells brighter than vehicle mean+2SD | % tubulin-high responders, % at 10 µM | 0.83% of 200,000 active;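 active = plate Z-score above 3 for both tubulin-high and condensed-nucleus cell shares, with cell loss under 80%, at 10 µM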;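 also: anti alpha tubulin signal scored within the nucleus-defined area of each cell; some results filed as inactive read as strong as hits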
AID2073 – inhibitors of Mint1-CaV2.2 protein interaction, biochemical, HTRF (AID 2073) | HTRF protein-protein interaction, Mint1-CaV2.2; higher % means a stronger effect | 0.19% of 290,000 active | one-dose inhibition, % at 20 µM; IC50 in µM for titrated hits; in the data active = inhibition mostly above about 51%, no sharp cut-off; inconclusive = no clear call, values can overlap the other calls; inactive = mostly below about 53%; also: some results filed as inactive read as strong as hits
WT yeast gro inh – growth inhibition of WT yeast, mitochondrial fusion screen | mitochondrial fusion phenotypic screen, WT strain | AID 1362 | 2.1% of 190,000 active | inhibition, % at 10 µM; in the data active = inhibition above about 58%; tested in S. cerevisiae
WT yeast gro inh mutant strain – second read-out of WT yeast gro inh, no call of its own (marks repeat the call); inhibition, %; mitochondrial fusion phenotypic screen, mutant strain inhibition
Dynein transport cytoplasmic EGFP – also measured in Dynein transport; calls as there; z-score; measured here: cytoplasmic GR-EGFP intensity; hits give high values
Dynein transport nuclear GR-EGFP – recorded beside Dynein transport, whose call it bears; z-score; measured here: nuclear GR-EGFP intensity;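 lower value marks the stronger effect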
Dynein transport cell count – further read-out of Dynein transport, marked with its call; z-score; measured here: cell count per field
Ins promoter up cell count – also measured in Ins promoter up; calls as there; cell count; measured here: cytotoxicity, nuclei count;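 total cells summed across four imaged fields per well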
bCat nuc transl cell count 5 µM – second read-out of bCat nuc transl, no call of its own (marks repeat the call); cell count; measured here: cell count, cytotoxicity flag
MT stabilize HCS Hoechst-high % – also measured in MT stabilize HCS; calls as there; % Hoechst-high responders; measured here: nuclear condensation Hoechst responders;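 share of cells brighter than vehicle mean plus two SD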
MT stabilize HCS cytotoxicity % – recorded beside MT stabilize HCS, whose call it bears; toxicity, %; measured here: cytotoxicity by cell density;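 0% = mean cell density of plate MIN control wells and 100% = no cells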
Autophagy HCS cell loss 18 h – also measured in Autophagy HCS; calls as there; toxicity, %; measured here: cell loss, nuclei count;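 cell loss after 18 h compound exposure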
Starred values were filed as active, the others as inactive; i = inactive; u = inconclusive; x = no result given.

1: Cc1ccc(C(=O)Nc2ccc3c(c2)nc2n3CCSC2)cc1
2: CCOC(=O)C1=C(C)NC2=C(C(=O)CC(C)(C)C2)C1c1ccc2c(c1)CCCN2C (stereo not drawn)
3: N#Cc1c(NC(=O)c2ccccc2)sc2c1CCC2
4: O=C(Nc1ccc2oc(-c3cccc(F)c3)nc2c1)c1ccccc1F
5: COc1ccccc1CCn1cnc2c3cc(C)ccc3n(C)c2c1=O
6: COc1ccc(N(CC(=O)N2CCc3ccccc3C2)S(=O)(=O)c2c(C)[nH]c(=O)[nH]c2=O)cc1
7: O=C(c1cc2c(=O)oc3ccccc3c2s1)N1CCOCC1
8: Cn1c(=O)oc2cc(S(=O)(=O)N3CCC(C(=O)Nc4ccc(OC(F)(F)F)cc4)CC3)ccc21
9: CC1C(c2ccccc2)N(C)C(c2ccccc2)CC1(O)c1ccccc1 (stereo not drawn)
10: c1nc(COc2nsnc2N2CCOCC2)cs1
entry no.	1	2	3	4	5	6	7	8	9	10
Autophagy HCS	i	i	i	i	i	i	i	i	i	i
Autophagy HCS cell loss 18 h	9	-2	20	1	-12	11	5	-11	1	-7
Yfh1-depleted yeast	i	i	i	i	i	i	i	i	i	i
Ins promoter up	0.28	-0.23	0.31	-0.47	x	-1.1	-0.7	-0.03	-0.18	0.77
Ins promoter up cell count	1206	1155	809	940	x	1019	1875	1117	933	1188
Dynein transport	-0.7	-0.67	1.6	2.1	0.66	-0.89	-0.44	-1.3	0.15	-0.066
Dynein transport cytoplasmic EGFP	-0.065	-0.23	0.95	-0.024	0.058	-0.27	-0.086	-0.23	-0.29	-0.26
Dynein transport nuclear GR-EGFP	-0.15	-0.069	1.4	0.95	-0.28	-0.51	0.016	-0.33	-0.05	-0.02
Dynein transport cell count	0.67	-0.16	-1.5	-1.2	-1.8	0.57	0.5	2.2	0.27	0.54
HIV fusion peptide	0.5%	-1.4%	0.3%	0.6%	2.2%	0.5%	0.5%	0.5%	0.6%	-1.8%
bCat nuc transl	-0.7	x	x	-5.9	-0.9	-0.8	-1.9	0.7	1.4	-0.8
bCat nuc transl cell count 5 µM	1112	x	x	1314	1012	1132	1091	1096	1072	1452
MT stabilize HCS	3.9	4.6	33*	1.7	5.4	5.5	4.7	6.2	0.8	3.9
MT stabilize HCS Hoechst-high %	4.5	3.6	4.8*	1.0	2.6	3.0	3.0	1.7	1.7	2.7
MT stabilize HCS cytotoxicity %	7.8	82	60*	13	6.6	6.0	11	11	8.2	7.3
AID2073	0%	u	-9%	26%	5%	-9%	17%	17%	-6%	-3%
WT yeast gro inh	18	-1	9	14	-5	13	8	2	58*	-8
WT yeast gro inh mutant strain	28	-25	2	17	-2	1	12	19	15*	-62

Nos. 9 through 10 from above:
9: CC1C(c2ccccc2)N(C)C(c2ccccc2)CC1(O)c1ccccc1 (stereo not drawn)
10: c1nc(COc2nsnc2N2CCOCC2)cs1
entry no.	9	10
Autophagy HCS	i	i
Autophagy HCS cell loss 18 h	1	-7
Yfh1-depleted yeast	i	i
Ins promoter up	-0.18	0.77
Ins promoter up cell count	933	1188
Dynein transport	0.15	-0.066
Dynein transport cytoplasmic EGFP	-0.29	-0.26
Dynein transport nuclear GR-EGFP	-0.05	-0.02
Dynein transport cell count	0.27	0.54
HIV fusion peptide	0.6%	-1.8%
bCat nuc transl	1.4	-0.8
bCat nuc transl cell count 5 µM	1072	1452
MT stabilize HCS	0.8	3.9
MT stabilize HCS Hoechst-high %	1.7	2.7
MT stabilize HCS cytotoxicity %	8.2	7.3
AID2073	-6%	-3%
WT yeast gro inh	58*	-8
WT yeast gro inh mutant strain	15*	-62

Continuation:
11: CCSc1nnc(-c2ccc(Cl)cc2Cl)o1
12: COc1ccc(OC)c(CNC(=O)CCN2C(=O)COc3ccccc32)c1
13: CC1CCCN(C(=S)NCc2ccccc2)C1 (stereo not drawn)
14: COc1ccc(-c2onc(C)c2-c2ccc3c(c2)OCCO3)c(O)c1
15: COc1cc(OC)c(C(=O)OC(C)C(=O)Nc2cc(C(F)(F)F)ccc2Cl)cc1OC (stereo not drawn)
16: COc1ccc(C(=O)NCc2cccnc2)cc1OC
17: O=C(Nc1nc2ccccc2[nH]1)c1ccc(Br)o1
18: COc1cccc(-n2nnc3c(=O)n(C/C=C/c4ccccc4)cnc32)c1
19: Cc1cc(=O)n2[nH]cc(C(=O)O)c2n1
20: CCOC(=O)c1ccc(NC(=O)CSc2nc3ncccc3[nH]2)cc1
entry no.	11	12	13	14	15	16	17	18	19	20
Autophagy HCS	i	i	i	i	i	i	i	i	i	i
Autophagy HCS cell loss 18 h	13	4	13	10	-3	4	36	4	-3	-14
Yfh1-depleted yeast	i	i	i	i	i	i	i	i	i	i
Ins promoter up	0.89	-0.24	0.6	0.33	-0.54	0.15	-1	-0.58	0.25	0.04
Ins promoter up cell count	973	1908	1319	1168	1435	879	1262	1865	1212	1371
Dynein transport	0.81	0.39	-0.71	-0.71	-0.023	2.3	-0.79	0.2	0.053	-0.047
Dynein transport cytoplasmic EGFP	-0.46	-0.28	-0.3	-0.38	-0.25	-0.22	-0.21	-0.16	-0.19	-0.11
Dynein transport nuclear GR-EGFP	0.56	0.45	0.16	-0.44	0.025	1.2	-0.67	0.16	0.29	0.1
Dynein transport cell count	0.076	0.24	1.1	0.38	-0.38	-1.6	0.22	-0.031	0.12	-0.33
HIV fusion peptide	0.2%	0.0%	-2.5%	-0.6%	-0.3%	2.0%	0.4%	3.7%	1.9%	3.3%
bCat nuc transl	0.1	-0.9	-2.6	1.0	-0.6	3.0	-0.3	-0.1	-1.8	-1.5
bCat nuc transl cell count 5 µM	1189	1077	534	1108	1027	705	1148	1052	1239	964
MT stabilize HCS	4.5	1.4	3.2	3.7	2.9	4.6	4.5	1.9	1.9	1.7
MT stabilize HCS Hoechst-high %	1.9	2.4	1.4	2.0	2.2	5.8	5.4	2.6	1.5	1.8
MT stabilize HCS cytotoxicity %	4.9	20	4.4	9.3	7.3	9.0	9.1	6.0	4.0	11
AID2073	2%	2%	-8%	0%	5%	7%	6%	4%	10%	7%
WT yeast gro inh	5	0	-5	22	10	-12	2	23	-20	-14
WT yeast gro inh mutant strain	6	-5	-9	-9	-12	-9	0	7	-11	21

21: O=C1C2ON(c3ccc(Br)cc3)C(c3cccnc3)C2C(=O)N1C1CCCCC1 (stereo not drawn)
22: CCSc1nc(-c2ccccc2)nc(C(Cl)Cl)n1
23: COc1ccc(Cn2nnnc2C(c2ccccn2)N2CCN(c3cc(Cl)ccc3C)CC2)cc1 (stereo not drawn)
24: CN(C)CCCOc1ccc(C(C)(C)c2ccccc2)cc1
25: CCC(CC)C(=O)Nc1cc([N+](=O)[O-])ccc1Cl
26: CN(CCOc1ccccc1)c1ccc(S(=O)(=O)N2CCCCC2)cn1
27: COc1cccc(-c2csc(N3CCN(C(=S)Nc4cccc(Cl)c4)CC3)n2)c1
28: COc1ccc2nc3c(cc2c1)c(NC(=O)C1CCCO1)nn3CC(C)C (stereo not drawn)
29: COc1ccc(C2(CCN=Cc3ccc(N(C)C)cc3)CCOC(C)(C)C2)cc1 (stereo not drawn)
entry no.	21	22	23	24	25	26	27	28	29
Autophagy HCS	i	i	i	i	i	i	i	i	x
Autophagy HCS cell loss 18 h	0	16	8	-6	-9	-25	16	0	x
Yfh1-depleted yeast	x	i	i	i	i	i	i	i	i
Ins promoter up	-0.11	-1.8	x	x	0.46	-1.4	-0.68	0.52	0.31
Ins promoter up cell count	1942	749	x	x	1423	1246	1007	1049	1014
Dynein transport	-0.81	-0.39	-1.2	1.4	-0.2	0.51	0.52	0.94	-0.4
Dynein transport cytoplasmic EGFP	-0.21	-0.12	-0.23	1	-0.22	-0.19	-0.17	-0.28	-0.77
Dynein transport nuclear GR-EGFP	-0.019	-0.26	-0.18	0.67	-0.0093	1.1	0.85	0.41	-0.53
Dynein transport cell count	0.31	0.47	0.66	-3.9	0.93	-0.32	-0.61	-0.072	-0.35
HIV fusion peptide	-0.8%	3.8%	8.0%	0.3%	3.5%	0.2%	0.8%	-2.4%	1.8%
bCat nuc transl	0.8	6.1	-3.3	3.4	-0.8	-1.1	1.8	4.1	-0.3
bCat nuc transl cell count 5 µM	996	898	893	919	1117	789	1375	1220	1353
MT stabilize HCS	2.5	33	3.2	1.8	2.0	3.6	2.9	8.8	x
MT stabilize HCS Hoechst-high %	2.5	1.3	2.8	1.9	2.0	2.5	1.6	6.3	x
MT stabilize HCS cytotoxicity %	23	89	1.2	4.7	9.6	5.4	5.9	2.5	x
AID2073	-6%	0%	-6%	-18%	6%	3%	-13%	11%	0%
WT yeast gro inh	-3	21	16	37	3	2	41	2	x
WT yeast gro inh mutant strain	3	-12	-104	29	5	5	7	2	x

Compound activity deposited in PubChem BioAssay by several laboratories.
